# mut p53 react: mutant p53 pathway re-activators, primary screen, cell-based, SW480, luciferase, single point, HTS; SW480 PUMA-promoter luciferase, p53 mutant reactivation; actives 1.5% (n = 28,000); activation, % at 9.98 µM; in the data active = activation above about 52%
# STK33 inh: STK33 kinase inhibitors, primary screen, biochemical, luminescence, ADP-Glo, MBP substrate; Serine/threonine-protein kinase 33 (Homo sapiens), Q9BYT3; inhibition, % at 12.5 µM; AID 2322, 2010; actives 0.44% (n = 27,000); in the data active = inhibition above about 20%
# Target sequence (Q9BYT3 whole entry, looked up): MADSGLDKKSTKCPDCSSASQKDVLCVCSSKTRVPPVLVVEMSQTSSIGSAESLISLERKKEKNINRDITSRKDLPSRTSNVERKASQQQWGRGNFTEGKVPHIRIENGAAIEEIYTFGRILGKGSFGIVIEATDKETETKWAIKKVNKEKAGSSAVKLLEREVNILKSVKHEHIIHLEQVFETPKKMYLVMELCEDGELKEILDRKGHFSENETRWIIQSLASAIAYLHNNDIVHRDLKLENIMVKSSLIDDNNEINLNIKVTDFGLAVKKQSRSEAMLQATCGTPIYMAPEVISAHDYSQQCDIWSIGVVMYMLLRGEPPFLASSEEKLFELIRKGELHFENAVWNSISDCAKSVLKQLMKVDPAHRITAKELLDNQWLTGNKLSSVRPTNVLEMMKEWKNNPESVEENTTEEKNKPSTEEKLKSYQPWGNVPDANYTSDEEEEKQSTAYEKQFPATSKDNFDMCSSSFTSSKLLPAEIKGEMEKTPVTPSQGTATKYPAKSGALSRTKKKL
# * = called active by the depositor; x = not tested or not shown; & = joins results of further samples.
# Values in the order: STK33 inh, mut p53 react
Cc1noc(C)c1NC(=O)N(C)C[C@@H]1Oc2ncc(C#CCN(C)C)cc2C(=O)N([C@H](C)CO)C[C@@H]1C
    0.1, 9.3&3.8
Cc1c(C(=O)C2C(=O)C(=O)N(Cc3cccnc3)C2c2ccccn2)cnn1-c1ccccc1 (centres undefined)
    0.9, -37.4
Cc1ccc(S(=O)(=O)N2CCN(C(=O)CSc3nnc4sc5ccccc5n34)CC2)cc1
    -2.8, 4.1
C[C@H](CO)N1C[C@H](C)[C@@H](CN(C)CC2CCCCC2)OCc2cnnn2CCCC1=O
    -0.6, x
COc1ccc(CN(C)C[C@@H]2Oc3ccc(NC(=O)c4ccncc4)cc3CC(=O)N([C@H](C)CO)C[C@@H]2C)cc1
    x, 7.8
C[C@@H]1CN([C@@H](C)CO)C(=O)c2cc(NC(=O)Nc3ccc(C(F)(F)F)cc3)ccc2O[C@@H](C)CCCCO[C@@H]1CN(C)Cc1ccc2c(c1)OCO2
    x, -21.4
C[C@@H]1CN([C@@H](C)CO)C(=O)c2cccc(NC(=O)c3ccncc3)c2O[C@H]1CN(C)S(=O)(=O)c1cn(C)cn1
    x, 5.5
C[C@@H]1CCCCO[C@@H](CN(C)S(C)(=O)=O)[C@@H](C)CN([C@H](C)CO)C(=O)c2cc(N(C)C)ccc2O1
    -2.1, x
CCOC(=O)c1cn(Cc2cccc(Cl)c2)c2cc(C)nn2c1=O
    x, -5.1
C[C@@H]1CN([C@@H](C)CO)C(=O)Cc2cc(NC(=O)Cn3cnnn3)ccc2O[C@@H]1CN(C)C(=O)Nc1ccc2c(c1)OCO2
    -2.2, x
O=C(C/C(=C1/Cc2ccccc2C1=O)c1ccccc1)c1ccccc1
    1.2, x
C[C@@H]1CN([C@H](C)CO)C(=O)Cc2cc(NS(=O)(=O)c3ccc(F)cc3)ccc2O[C@@H]1CN(C)S(=O)(=O)c1ccc(F)cc1
    4.1, x
C[C@H](CO)N1C[C@H](C)[C@H](CN(C)C(=O)CCC(F)(F)F)OCCCC[C@H](C)Oc2ccc(NS(C)(=O)=O)cc2C1=O
    x, 1.6
COc1cc(NC(=O)CCN2CCOCC2)cc(OC)c1
    2.0, 1.8
Nc1ccc(-c2nc3ccc(-c4nc5ccc(N)cc5[nH]4)cc3[nH]2)cc1
    x, -2.4
Cc1cc(NC(=O)Cn2nc([N+](=O)[O-])cc2C)ccc1Br
    -1.2, -0.1
C[C@@H]1CCCCO[C@@H](CN(C)S(=O)(=O)c2cn(C)cn2)[C@H](C)CN([C@@H](C)CO)C(=O)c2cc(NC(=O)c3ccccc3)ccc2O1
    x, -8.1
O=S(=O)(NCC1CCN(Cc2ccc(OCCO)cc2)CC1)c1ccccc1
    -1.8, x
Cc1noc(C)c1NC(=O)Nc1cccc2c1O[C@@H](CN(C)Cc1ccc3c(c1)OCO3)[C@H](C)CN([C@@H](C)CO)C2=O
    x, -2.9
C[C@@H]1CN([C@@H](C)CO)C(=O)c2cc(NC(=O)Nc3ccccc3)ccc2O[C@@H]1CN(C)Cc1ccc2c(c1)OCO2
    0.6, x
CCCN(CCc1ccccc1)C1CCc2c(O)cccc2C1 (centres undefined)
    -2.0, 1.3
COc1ccc(F)cc1S(=O)(=O)N1CCCN(S(=O)(=O)c2cc(F)ccc2OC)CC1
    0.6, 1.3
Cc1ccc(NC(=O)Cn2nc([N+](=O)[O-])c(Br)c2C)cc1C
    -3.1, 3.8
C[C@@H]1CN([C@H](C)CO)C(=O)CCCn2cc(nn2)CO[C@H]1CN(C)C(=O)Nc1ccc(N2CCCCC2)cc1
    8.5, -2.4
C[C@H](CO)N1C[C@H](C)[C@H](CN(C)C(=O)NC2CCCCC2)Oc2ncc(C#Cc3cccc(F)c3)cc2C1=O
    3.3, x
C[C@H]1CN([C@@H](C)CO)C(=O)Cc2cc(NC(=O)Nc3ccc4c(c3)OCO4)ccc2O[C@@H]1CN(C)Cc1ccncc1
    -1.3, x
CCCNC(=O)N(C)C[C@@H]1Oc2ncc(-c3ccccc3F)cc2C(=O)N([C@H](C)CO)C[C@@H]1C
    x, 10.4
C=CCc1ccc(O[C@@H]2O[C@H](CO[C@@H]3O[C@@H](C)[C@H](O)[C@@H](O)[C@H]3O)[C@@H](O)[C@H](O)[C@H]2O)c(O)c1
    3.3, 12.5
C[C@@H]1CN([C@H](C)CO)C(=O)c2cc(NC(=O)Nc3ccccc3)ccc2O[C@@H](C)CCCCO[C@H]1CN(C)C(=O)Cc1ccccc1
    x, -20.7
COc1cc(OC)c(C2=NOC(C(=O)Nc3sc4c(c3C#N)CCCC4)C2)cc1Cl (centres undefined)
    -0.9, -3.1
O=[N+]([O-])c1ccccc1NCCNS(=O)(=O)c1ccc(Cl)c(Cl)c1
    0.1, 4.3
O=C(CCN1C(=O)c2ccccc2C1=O)Nc1ccccc1C(=O)N1CCOCC1
    -0.2, -5.8
C[C@H]1CN([C@@H](C)CO)C(=O)c2cc(NC(=O)Nc3ccccc3)ccc2O[C@@H]1CN(C)Cc1ccncc1
    1.5, 4.9
Cc1noc(C)c1NC(=O)Nc1ccc2c(c1)C(=O)N([C@@H](C)CO)C[C@@H](C)[C@@H](CN(C)Cc1ccc(C(=O)O)cc1)O2
    2.3, x
C[C@@H]1CN([C@H](C)CO)C(=O)Cc2cc(NS(=O)(=O)c3ccc(Cl)cc3)ccc2O[C@H]1CN(C)C
    -4.2, x
CC(=O)Nc1ccc(C(=O)CSc2nc(-c3ccccc3)cs2)cc1
    2.5, 87.6*
O=C(NC1CCN(C(=O)c2c(Cl)cccc2Cl)CC1)C1CCCCC1
    1.3, x
COc1ccc(NC(=O)COc2ccccc2Cl)c([N+](=O)[O-])c1
    1.8, 84.3*
Cc1noc(C)c1S(=O)(=O)Nc1ccc2c(c1)C(=O)N([C@H](C)CO)C[C@H](C)[C@@H](CN(C)S(=O)(=O)c1ccc(Cl)cc1)OCCCC[C@@H](C)O2
    2.2, x
C[C@@H]1CN([C@H](C)CO)C(=O)CCCn2cc(nn2)CO[C@H]1CN(C)C(=O)c1cc(-c2ccccc2)on1
    0.0, 4.0
C[C@@H]1CN([C@@H](C)CO)C(=O)c2cccc(NC(=O)c3nc4ccccc4s3)c2O[C@H]1CN(C)Cc1ccncc1
    x, -5.0
C[C@H]1CN([C@@H](C)CO)C(=O)c2cccc(NS(=O)(=O)c3cn(C)cn3)c2O[C@H]1CN(C)Cc1ccc(C(F)(F)F)cc1
    x, -2.6
COc1ccccc1NC(=O)C1CC(=O)n2c(nc3ccccc32)N1 (centres undefined)
    -3.3, 24.2
CCCNC(=O)[C@@H]1c2ccccc2C(=O)N(CC23CC4CC(CC(C4)C2)C3)[C@H]1c1ccc(CO)cc1
    -1.1, x
CC(C)NC(=O)Nc1ccc2c(c1)C(=O)N([C@@H](C)CO)C[C@H](C)[C@H](CN(C)S(=O)(=O)c1ccccc1)OCCCC[C@@H](C)O2
    x, -2.2
C[C@H](CO)N1C[C@H](C)[C@H](CN(C)S(=O)(=O)c2cccc(C#N)c2)OCc2cnnn2CCCC1=O
    -0.4, x
CCOC(=O)c1c(NC(=O)CSc2nc3ccccc3o2)sc(C)c1C
    -0.2, 17.3
CC(C)NC(=O)Nc1ccc2c(c1)C(=O)N([C@H](C)CO)C[C@H](C)[C@H](CN(C)C)OCCCC[C@H](C)O2
    x, -1.0
COc1ccc(N(CC(=O)Nc2ccc(C(F)(F)F)cc2)S(C)(=O)=O)cc1Cl
    -0.3, -0.3
C[C@@H]1CN([C@@H](C)CO)C(=O)Cc2cc(NC(=O)c3ccncc3)ccc2O[C@@H]1CN(C)Cc1ccc2c(c1)OCO2
    0.5, x
C[C@H]1CN([C@@H](C)CO)C(=O)CCCn2cc(nn2)CO[C@@H]1CN(C)C(=O)CCC(F)(F)F
    -1.2, 7.2
O=C(CC1NCCNC1=O)Nc1cccc([N+](=O)[O-])c1 (centres undefined)
    3.7, 9.8
CC(C)(O)C#Cc1ccccc1C(=O)NC(CC(=O)O)c1ccccc1 (centres undefined)
    -4.7, -3.4
CC(C)NC(=O)Nc1ccc2c(c1)CC(=O)N([C@@H](C)CO)C[C@H](C)[C@@H](CN(C)Cc1ccc(-c3ccccc3)cc1)O2
    -3.9, 4.3
C[C@H]1CN([C@@H](C)CO)C(=O)Cc2cc(NS(=O)(=O)c3ccc(Cl)cc3)ccc2O[C@H]1CN(C)S(C)(=O)=O
    -0.7, x
CS(=O)(=O)N(CC(=O)Nc1cccc(C(F)(F)F)c1)Cc1ccccc1
    -3.0, -8.3
COc1ccc(N(Cc2cc3cccc(C)c3[nH]c2=O)S(C)(=O)=O)cc1
    -2.6, -4.1
COc1ccc(S(=O)(=O)N(C)CC(=O)O)cc1
    -1.6, -11.3
CNC[C@@H]1OCCCC[C@H](C)Oc2ccc(NC(=O)Nc3ccc4c(c3)OCO4)cc2C(=O)N([C@H](C)CO)C[C@@H]1C
    x, 4.7
O=C(O)COc1ccc2occ(C(=O)c3ccccc3)c2c1
    1.9, -4.6

# Following part
# Values in the order: STK33 inh, mut p53 react
C/C=C/C1=CC(=O)[C@H](O)[C@H]1O
    -0.4, -2.3
CCn1c(SCC(=O)Nc2ccccc2C(F)(F)F)nnc1-c1ccc(N)cc1
    -2.8, 6.4
C[C@@H]1CN([C@H](C)CO)C(=O)Cc2cc(NC(=O)Nc3ccc(C(F)(F)F)cc3)ccc2O[C@@H]1CN(C)S(=O)(=O)c1cn(C)cn1
    -3.3, x
O=C(c1ccccc1)c1cc(Br)ccc1NC(=O)C1CC=CCC1C(=O)O (centres undefined)
    -2.6, -13.1
Cc1cccc(Nc2ncnc(N)c2[N+](=O)[O-])n1
    4.6, -7.9
Cc1cccc(-n2c(SCC(=O)c3ccccc3)nnc2-c2cccs2)c1C
    1.0, 10.4
CC(C)NC(=O)Nc1ccc2c(c1)C(=O)N([C@@H](C)CO)C[C@H](C)[C@H](CN(C)C(=O)Nc1ccc3c(c1)OCO3)O2
    0.7, x
C[C@H]1CN([C@@H](C)CO)C(=O)Cc2cc(NC(=O)Cc3cn(C)c4ccccc34)ccc2O[C@@H]1CN(C)CC1CC1
    x, -14.8
CC(C)CC#Cc1ccc2c(c1)O[C@@H](CN(C)C(=O)c1cccnc1)[C@@H](C)CN([C@H](C)CO)S2(=O)=O
    x, 2.4
O=C(O)CSc1nnc(-c2ccc(Cl)cc2Cl)n1-c1ccccc1
    -1.9, 15.4
Cc1ccc(NC(=O)CCN2C(=O)c3ccccc3C2=O)cc1[N+](=O)[O-]
    -3.5, 12.9
C[C@@H]1CN([C@@H](C)CO)C(=O)c2cc(NC(=O)c3ccncc3)ccc2O[C@@H](C)CCCCO[C@H]1CN(C)Cc1ccc(C(=O)O)cc1
    x, -2.4
CCOC(=O)c1ccc(NC(=O)Cn2cc([N+](=O)[O-])cn2)cc1
    -0.7, 17.3
Cc1nnc(SCC(=O)NC2CC2)n1-c1ccccc1
    -0.4, 0.8
COc1cccc(N(CC(=O)Nc2ccc(C(F)(F)F)cc2)S(C)(=O)=O)c1
    -3.5, 7.0
C/C=C/c1ccc(OCCSc2nc(C)cc(=O)[nH]2)c(OC)c1
    -7.3, 20.2
Cc1ccccc1S(=O)(=O)N(C)C[C@@H]1OCc2ccccc2-c2c(n(C)c3ccccc23)C(=O)N([C@@H](C)CO)C[C@@H]1C
    x, -26.3
C[C@@H]1CN([C@@H](C)CO)C(=O)c2cc(NC(=O)Nc3ccccc3)ccc2O[C@@H](C)CCCCO[C@H]1CN(C)C
    x, 5.8
C[C@H](CO)N1C[C@H](C)[C@H](CN(C)S(C)(=O)=O)Oc2ncc(-c3cccc(C(F)(F)F)c3)cc2C1=O
    -2.3, x
C[C@H](CO)N1C[C@H](C)[C@@H](CN(C)CC2CC2)Oc2c(NC(=O)C3CCOCC3)cccc2C1=O
    x, 2.7
COc1ccc(-c2nnc(SCC(N)=O)n2-c2ccccc2)cc1
    -1.3, 8.3
CNC[C@@H]1Oc2c(cccc2N(C)C)C(=O)N([C@H](C)CO)C[C@H]1C
    x, 6.8
C[C@@H]1CN([C@@H](C)CO)C(=O)c2cc(N(C)C)ccc2O[C@@H](C)CCCCO[C@@H]1CN(C)Cc1ccccc1
    x, 3.8
COc1ccc(S(=O)(=O)Nc2ccc3c(c2)C(=O)N([C@@H](C)CO)C[C@H](C)[C@H](CN(C)Cc2ccccc2)OCCCC[C@H](C)O3)cc1
    x, -10.9
Cc1ccc(S(=O)(=O)N2C(=O)CCC2C(=O)Nc2ccc3c(c2)OCCO3)cc1 (centres undefined)
    1.8, -6.6
C[C@@H]1CN([C@H](C)CO)C(=O)c2cc(NC(=O)c3ccncc3)ccc2O[C@@H](C)CCCCO[C@H]1CN(C)C(=O)Nc1cccc2ccccc12
    x, -51.8
C[C@H]1CN([C@@H](C)CO)C(=O)Cc2cc(NS(=O)(=O)c3ccc(Cl)cc3)ccc2O[C@@H]1CN(C)Cc1ccncc1
    1.0, x
CC(C)c1ccc(NC(=O)CNS(=O)(=O)c2ccc(Br)cc2)cc1
    -2.3, -3.0
CC(C)NC(=O)Nc1ccc2c(c1)C(=O)N([C@H](C)CO)C[C@@H](C)[C@H](CN(C)S(=O)(=O)c1cn(C)cn1)OCCCC[C@H](C)O2
    x, 6.8

# The list is partial; the hit share may differ from the screen's.
